Cardiac RTF inh = cardiac RTF calcium desensitization | P19429+P45379 | IANBD-labeled cardiac RTF, Ca2+ fluorescence | inhibition, % at 7.15 µM | actives 0.12% (n = 340,000);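 active = inhibition above the mean inhibition of all tested compounds plus 3 SD, cut at about 17% in these data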;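 also: assay run at fixed EC70 calcium of 1.6 mM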
C-LANA FP = blocks KSHV LANA C-terminal domain binding to DNA | MBP-C-LANA/FAM-LBS DNA binding, fluorescence polarization | inhibition, % at 9 µM | actives 0.078% (n = 340,000);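 active = highest replicate inhibition at or above 60% at 9 µM, even if other replicates fall short; inactive = all replicates below 60% inhibition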;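 also: 0% = neutral control wells and 100% = 4 µM acridine orange control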
V-ATPase pHluor = alters yeast V-ATPase proton transport; response, % at 10 µM; actives 0.37% (n = 350,000); S. cerevisiae, pHLuorin cytosolic pH fluorescence; in the data active = response mostly above about 7.3%, no sharp cut-off; inactive = mostly below about 5.4%; also: actives read high; inactives centre near 0; some compounds called inactive have numbers as strong as hits; reference of the scale not given here
NSD2 HMT inh = blocks human histone methyltransferase NSD2; O96028; NSD2 peptide methylation, AlphaScreen, 120 min; inhibition, % at 12.5 µM; actives 0.54% (n = 310,000); AID 743445; in the data active = inhibition above about 50%
Target sequence (O96028 whole entry, looked up): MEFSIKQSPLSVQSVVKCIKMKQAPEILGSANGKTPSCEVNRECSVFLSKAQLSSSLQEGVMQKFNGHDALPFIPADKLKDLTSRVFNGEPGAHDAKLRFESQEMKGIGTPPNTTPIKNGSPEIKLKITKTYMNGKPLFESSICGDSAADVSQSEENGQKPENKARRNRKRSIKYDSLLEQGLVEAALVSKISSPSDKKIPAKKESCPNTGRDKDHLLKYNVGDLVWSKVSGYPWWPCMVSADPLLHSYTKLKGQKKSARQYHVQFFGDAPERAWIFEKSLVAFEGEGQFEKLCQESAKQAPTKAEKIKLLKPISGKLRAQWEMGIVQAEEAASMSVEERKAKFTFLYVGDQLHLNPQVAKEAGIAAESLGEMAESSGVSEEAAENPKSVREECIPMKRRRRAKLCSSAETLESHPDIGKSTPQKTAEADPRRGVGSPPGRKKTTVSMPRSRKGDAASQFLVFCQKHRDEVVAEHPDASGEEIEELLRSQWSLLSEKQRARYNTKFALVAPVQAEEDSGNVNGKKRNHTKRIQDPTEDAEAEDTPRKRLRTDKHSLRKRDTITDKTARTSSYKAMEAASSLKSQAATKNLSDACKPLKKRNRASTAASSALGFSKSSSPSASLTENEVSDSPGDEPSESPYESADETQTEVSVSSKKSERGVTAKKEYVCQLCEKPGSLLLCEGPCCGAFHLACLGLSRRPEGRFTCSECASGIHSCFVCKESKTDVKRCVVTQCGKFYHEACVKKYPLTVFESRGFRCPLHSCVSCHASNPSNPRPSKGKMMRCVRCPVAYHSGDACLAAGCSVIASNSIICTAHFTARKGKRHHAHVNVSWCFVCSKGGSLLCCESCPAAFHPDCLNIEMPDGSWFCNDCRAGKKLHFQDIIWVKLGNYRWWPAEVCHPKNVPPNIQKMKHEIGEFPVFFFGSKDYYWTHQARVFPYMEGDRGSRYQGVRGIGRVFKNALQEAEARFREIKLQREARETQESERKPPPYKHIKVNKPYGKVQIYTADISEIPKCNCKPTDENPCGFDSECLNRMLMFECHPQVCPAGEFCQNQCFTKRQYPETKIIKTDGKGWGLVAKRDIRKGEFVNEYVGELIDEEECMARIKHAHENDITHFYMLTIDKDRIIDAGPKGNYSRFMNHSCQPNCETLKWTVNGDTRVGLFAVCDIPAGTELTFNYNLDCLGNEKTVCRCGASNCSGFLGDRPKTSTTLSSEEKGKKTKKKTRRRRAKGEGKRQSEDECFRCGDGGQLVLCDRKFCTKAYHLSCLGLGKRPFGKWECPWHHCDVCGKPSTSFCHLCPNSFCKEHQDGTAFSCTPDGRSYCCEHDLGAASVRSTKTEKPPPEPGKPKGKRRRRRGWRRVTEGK
Arrestin-AP2 inh = inhibitors of human beta-arrestin and AP2 interaction; FITC-arrestin peptide / GST-AP2 beads, flow cytometry; AP2 beta2 appendage carries R879A mutation; inhibition, % at 10 µM; AID 504490; actives 0.31% (n = 340,000);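 active = inhibition above a set limit, near 3 SD of compounds lacking own fluorescence, cut at about 54% in these data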;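 also: plate controls were DMSO wells for no effect and 5 µM unlabelled arrestin peptide for full effect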
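System: GST-AP2 R879A bound to glutathione beads, E. coli-expressed. Also added: 50 nM FITC-arrestin peptide. Schedule: compound with beads 12 min RT, then probe 1 h RT. Signal: bead flow cytometry, FITC channel. Read-out basis: percent response.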
CAL PDZ FP-1 = blocks peptide binding to the human CAL PDZ domain. purified CAL PDZ, TMR-peptide fluorescence polarization, 1 h. inhibition, % at 24.9 µM. actives 0.92% (n = 300,000). AID 602252;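 active = mean inhibition of at least 30% with at least half of replicates also reaching 30%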;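 also: 0% = DMSO neutral control and 100% = excess unlabeled competitor peptide PRC23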
CAL PDZ FP-2 = inhibitors of human CAL PDZ peptide binding | Q9HD26 | purified CAL PDZ, TMR-peptide fluorescence polarization, 1 h | inhibition, % at 20 µM | actives 0.02% (n = 330,000) | AID 504414;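 active = highest replicate inhibition of at least 40%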;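 also: plate controls were DMSO neutral control wells for no effect and unlabeled competitor peptide control wells for full effect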
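System: purified tagged CAL PDZ domain construct (CerCALP). Schedule: 1 h incubation at room temperature before polarization reading. Medium: 25 mM sodium phosphate pH 7.4, 150 mM NaCl, TCEP, IgG, Thesit. Read-out: percent inhibition from loss of millipolarization. Measured by: FP readout, S and P plane fluorescence. Probe or stimulus: fluorescent TMR peptide probe.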
DSG3 Ab inh = inhibitors of pemphigus antibody binding to human desmoglein-3 | P32926 | DSG3-coupled beads, scFv-anti-DSG3-GFP binding, flow cytometry; hits give low values | binding (percent of control), % at 10 µM | actives 0.48% (n = 310,000) | AID 588358;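 active = binding more than 3 SD below its plate's average and above zero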;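 also: hits lower antibody fragment binding to DSG3; some compounds called inactive have numbers as strong as hits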
Keap1-Nrf2 PPI = Keap1-Nrf2 (human) interaction inhibition; inhibition, % at 9.4 µM; actives 0.15% (n = 340,000); Keap1 Kelch-Nrf2 peptide fluorescence polarization, 1536-well; in the data active = inhibition above about 12%;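 also: human Keap1 Kelch domain with fluorescein labeled Nrf2 9mer peptide probe; 0% = neutral control wells and 100% = peptide positive control; higher means more block of Keap1 binding to Nrf2 peptide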
DAGLB inh = diacylglycerol lipase beta (human) inhibition; Q8NCG7; HEK293T DAGLB membrane lysate, EnzChek fluorogenic substrate; inhibition, % at 5.17 µM; actives 0.059% (n = 340,000); AID 504411; in the data active = inhibition above about 34%;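 also: 0% = enzyme with vehicle and 100% = wells lacking enzyme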
The depositor's hits bear a star; nt = no result given. Not all compounds are listed, so the mix of outcomes need not match the whole.

SMILES	Cardiac RTF inh	C-LANA FP	V-ATPase pHluor	NSD2 HMT inh	Arrestin-AP2 inh	CAL PDZ FP-1	CAL PDZ FP-2	DSG3 Ab inh	Keap1-Nrf2 PPI	DAGLB inh
CCC(C)C(NC(=O)C(C)NC(=O)CNC(=O)CNC(=O)OCc1ccccc1)C(=O)OC (configuration not stated)	-9	-2.7	2	2	3	47*	-1.0	104	-3	1
O=C(NNc1cccc(Cl)c1)c1cccnc1Oc1ccccc1	-11	-1.4	1	-2	-16	-5	0.0	nt	-2	4
COc1ccc(-c2nsc3c(SCc4ccccc4)ncnc23)cc1	-9	0.3	0	-2	-6	0	-1.1	nt	-3	-1
CCN(CC)c1ccc(/C=N/Nc2nc(C)cc(=O)[nH]2)c(O)c1	-1	-0.9	-2	3	6	-4	-0.8	126	-3	2
CCN(CC)S(=O)(=O)c1ccc(N2CCOCC2)c(NC(=O)C2CCCC2)c1	-2	-2.1	-2	-1	35	-3	-0.3	98	0	0
COc1ccccc1N1CCN(CCCCOc2ccc(C)cc2C)CC1	-9	-0.2	-1	10	-4	0	-7.9	108	1	-16
CCn1c(=O)[nH]c(=O)c2c(N)c(C(=O)c3cc(F)ccc3F)sc21	-9	-3.0	-1	2	-2	-11	-9.7	97	-6	-2
Cc1ccc(NC(=O)Cn2cccc2C2=NC(c3ccccc3)CO2)cc1C (configuration not stated)	-19	2.3	0	-1	15	29	-1.9	132	-3	-13
CNC(=O)COc1ccc(C=O)cc1OC	-4	1.1	-1	-2	-15	1	-0.5	98	-4	-2
CCOC(=O)C1CCN(c2cc(=O)n(-c3ccc(OC)cc3)c(=O)[nH]2)CC1	-6	0.0	-3	nt	12	nt	-0.5	95	-2	1
CCSCCOC(=O)C1=C(C)N(C)C(=O)NC1c1ccc2c(c1)OCO2 (configuration not stated)	-7	-0.3	-3	-3	37	-2	0.1	109	3	-5
O=C(c1ccccc1Cl)N1CCN(S(=O)(=O)N2CCCCC2)CC1	2	1.0	1	nt	-5	-4	-2.5	nt	-4	2
CCC1CCCCN1CCCNC(=O)c1ccc(N2CCCC2=O)cc1 (configuration not stated)	-7	0.0	0	0	-6	1	-3.1	95	4	-2
O=C(CN1C(=O)c2ccccc2C1=O)NCc1ccc(C(=O)O)cc1	-4	-0.5	-1	17	-4	-3	nt	102	0	-2
CCN1C[C@@H]2[C@@H]3C(=O)N(Cc4ccccc4)C(=O)[C@@H]3[C@](C)(C1=O)N2C(=O)c1ccc(C)cc1	-4	2.2	10	nt	3	-1	-0.5	98	6	0
Cn1c(=O)n(Cc2ccccc2)c2ccccc21	-3	0.4	0	-2	2	1	-2.9	100	-4	1
COc1ccc(C)cc1NC(=O)CCc1ccc(S(=O)(=O)N2CCOCC2)cc1	-6	-1.0	nt	-1	32	1	0.1	107	2	-2
CCCCN(CC)CCNS(=O)(=O)c1ccc2c(c1)oc(=O)n2C	-5	7.1	4	2	32	-3	-0.5	99	5	-1
CCCCN(C)Cc1c(C(=O)N2CCc3ccccc3C2)nc2ccc(Cl)cn12	-3	1.8	2	3	-6	-4	-0.6	100	3	-1
Cc1ccc(S(=O)(=O)N2CCCC2)cc1[N+](=O)[O-]	1	0.8	0	0	12	-5	0.3	99	0	0
CC(C)C[C@H](NC(=O)N1CCn2c1nc1ccccc12)C(=O)N[C@@H](C(=O)O)c1ccccc1	3	0.2	0	nt	4	-3	1.1	111	-8	4
O=C(O)CC(CC(=O)Nc1ccc2ccccc2n1)c1ccccc1 (configuration not stated)	-10	0.2	-1	-3	2	-3	-0.1	112	0	2
NS(=O)(=O)c1cc(C(=O)N2CCc3ccccc32)c(Cl)cc1Cl	-3	-0.1	1	2	7	1	0.1	100	1	1
COc1ccc(N=C2S/C(=C\c3ccc(OCC(=O)O)cc3)C(=O)N2CCc2c[nH]c3ccccc23)cc1	5	1.3	0	nt	-3	-7	1.4	46*	-5	10
O=C(c1cccc(S(=O)(=O)N2CCCC2)c1)c1cccc(S(=O)(=O)N2CCCC2)c1	2	6.0	-3	3	2	2	-0.8	101	-1	0
The list continues.
SMILES	Cardiac RTF inh	C-LANA FP	V-ATPase pHluor	NSD2 HMT inh	Arrestin-AP2 inh	CAL PDZ FP-1	CAL PDZ FP-2	DSG3 Ab inh	Keap1-Nrf2 PPI	DAGLB inh
O=C(NCO)c1cccnc1	-3	-5.7	3	nt	35	-1	-0.4	nt	8	-2
CCN(CC)S(=O)(=O)N1CCC(C(=O)NC2CCCC2)CC1	-8	1.8	1	-6	6	-1	-3.1	nt	-3	0
Cn1cc(Br)c(C(=O)N/N=C/c2cc3ccccc3nc2Cl)n1	-9	0.0	0	-1	5	-4	-2.2	109	-1	3
O=C(N/N=C1\CC(c2ccccc2)Oc2ccccc21)c1ccccn1 (configuration not stated)	-6	-0.6	-1	4	-6	-4	-1.2	109	1	-1
CN(c1ccc(OCC(=O)Nc2nc(-c3ccccc3)cs2)cc1)S(=O)(=O)c1ccc(F)cc1	6	-0.1	2	-2	25	-2	-1.5	98	0	-4
COC(=O)C1CC2=C(CC(C)(C)CC2=O)N(c2ccccc2)C1=O (configuration not stated)	1	0.9	3	nt	54*	1	-1.2	109	2	-3
CC(=O)n1nc(-c2cccnc2)nc1NCc1cccs1	-1	-1.5	-4	-1	-4	-2	-2.1	93	-4	1
CN(C)CCNC(=O)c1ccccc1	-6	-2.4	6	2	17	-2	-0.5	95	-3	1
CCOc1cccc(C(=O)NC(=S)Nc2cccnc2)c1	3	1.2	-2	2	-1	-2	-2.5	92	-3	0
COc1cccc(-c2[nH]nc3c2C(c2ccoc2)C(C#N)=C(N)O3)c1 (configuration not stated)	-7	1.2	-5	9	3	-3	-0.1	104	-6	1
CCOC(=O)c1cc(-c2ccccc2)sc1NC(=O)C(C)N1C(=O)c2ccccc2C1=O (configuration not stated)	-10	0.0	nt	0	7	0	-2.1	106	-1	-11
CCOC(=O)c1nn(-c2ccc(Cl)cc2)c2nnc(Cc3ccc(C)cc3)c(=O)n12	-2	0.0	2	-2	3	-5	0.2	108	1	-3
O=C(CSc1ccc(Br)cc1)NCC1CCCO1 (configuration not stated)	-10	0.3	-14	-2	3	-1	-0.3	99	-3	-3
CC(=O)c1cc(C#N)c(NCCCN(C)C)nc1C	-1	-0.5	-5	4	43	0	-0.4	101	-2	-3
CCCCOC(=O)CCc1nc2ccccc2[nH]c1=O	-11	0.1	3	-1	8	-1	0.0	102	-1	-3
O=C(NCC(c1ccco1)N1CCOCC1)c1ccccc1 (configuration not stated)	7	0.0	8	nt	14	3	-2.4	106	-5	2
O=C(c1cn(CC(=O)N2CCCCC2)c2ccccc12)C1CC1	1	-1.9	-1	-2	-4	1	-0.7	111	-5	2
CC1CCN(CCCN2C(=O)C3C(C(=O)Nc4cccc(Cl)c4)C4C=CC3(O4)C2C(=O)NC2CCCCC2)CC1 (configuration not stated)	3	-1.5	-4	-14	-2	-5	-0.4	nt	-2	0
COc1ccc(S(=O)(=O)NCc2cccnc2)c(Cl)c1Cl	nt	nt	4	-3	nt	nt	nt	95	nt	1
CC(Sc1nnnn1C)C(=O)NC(=O)NC1CCCCC1 (configuration not stated)	-8	-1.3	1	12	-8	-1	-3.7	104	-1	2
O=C1CC(N2CCOCC2)C(=O)N1c1cccc(Cl)c1 (configuration not stated)	3	-1.7	0	-2	-3	nt	0.6	101	-5	-2
O=C1CCCCCN1C(=O)c1ccc(C(=O)N2CCCCCC2=O)cc1	-3	-0.8	0	9	4	nt	0.8	105	-4	-1
COc1ccc(-c2sc3ccc(OC)cc3c2C#Cc2ccccn2)cc1	-4	1.8	-2	nt	8	-4	-1.4	nt	-6	-10
CC1C(=O)Nc2ccccc2N1C(=O)C1CC1 (configuration not stated)	-5	0.7	-1	-3	-12	-5	0.1	112	1	-1
Cn1c(CC(=O)Nc2ccc(Cl)c(Cl)c2)nnc1SCC(=O)N1CCN(c2ccccc2)CC1	-4	0.1	2	3	-3	-7	-0.4	104	2	6
Later entries:
SMILES	Cardiac RTF inh	C-LANA FP	V-ATPase pHluor	NSD2 HMT inh	Arrestin-AP2 inh	CAL PDZ FP-1	CAL PDZ FP-2	DSG3 Ab inh	Keap1-Nrf2 PPI	DAGLB inh
O=C(NCC1CCCO1)c1cc(S(=O)(=O)N2CCOCC2)ccc1Cl (configuration not stated)	-8	-1.0	0	-1	5	3	-0.5	116	-5	3
COc1cc(S(=O)(=O)NCc2ccc3c(c2)OCO3)ccc1Cl	-5	-1.0	-1	-4	9	0	-2.6	92	1	1
CCOC(=O)c1ccc(Nc2nc(C)cc(C)n2)cc1	-2	1.0	0	-1	15	0	-0.6	101	3	-2
COC(=O)c1ccc(NC(=S)NC2CCCCC2)cc1	2	-0.4	0	-1	-2	nt	-0.6	100	-8	-5
Cc1cc(=O)oc2ccc(OCC(=O)O)cc12	-2	0.5	1	-1	12	0	-2.9	119	-3	4
Cc1ccc(-n2nc3c(c2NC(=O)c2ccc(F)c(F)c2)CS(=O)(=O)C3)cc1	4	1.4	2	-5	-1	-3	1.3	115	-2	0
COc1ccc(C2C(C#N)=C(N)OC3=C2C(=O)CC(C)(C)C3)cc1Cn1cc([N+](=O)[O-])cn1 (configuration not stated)	3	1.7	3	-3	0	-2	-2.7	96	0	3
O=c1cc(-c2ccccc2)nc2n1Cc1ccccc1-2	-2	0.1	-3	31	1	-3	-1.2	101	5	-1
CCOC(=O)c1nc(C)n(-c2ccc(Cl)cc2)n1	0	-1.8	-3	-2	7	-5	-0.4	99	-6	2
COc1ccc(C2C(C#N)=C(N)Oc3cc(N)ccc32)cc1 (configuration not stated)	-7	3.1	-2	1	11	-8	-0.1	115	2	1
CCS(=O)(=O)Nc1cc(C(=O)OC)ccc1C(=O)OC	-4	1.6	-2	1	3	1	-0.4	98	-1	-3
CCCCNC(=O)c1ccc(N2CCOCC2)c(NS(=O)(=O)c2ccc(OC)cc2)c1	-4	0.1	-3	-3	6	-2	-0.4	91	3	1
FC(F)(F)c1cnc(-c2cnc(-c3cccnc3)nc2)c(Cl)c1	-7	0.9	4	-1	14	-1	-1.1	103	-7	-1
O=C(O)CCCN1C(=O)C2C3CCC(C3)C2C1=O (configuration not stated)	nt	nt	5	-2	nt	nt	nt	102	nt	-5
CCOP(=O)(c1ccccc1)C(O)c1ccccc1 (configuration not stated)	0	-1.7	0	0	1	1	0.4	101	-2	1
CCCNc1nc2c(c(=O)[nH]c(=O)n2C)n1CCOc1ccccc1	-5	-2.0	-3	-3	-17	-3	nt	103	-4	1

Screens as filed in PubChem BioAssay.
